NR2E3 ag-1 = human photoreceptor-specific nuclear receptor agonism. Q9Y5X4. 360,000 compounds, 0.35% hits. AID 602229. CHO-S Gal4-NCOR/VP16-NR2E3 two-hybrid, luciferase. inhibition of corepressor binding, % at 3.98 µM;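 active means inhibition above the mean of all tested compounds plus 3 SD, cut at about 70% in these data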;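 further: 0% = DMSO with NR2E3 transfected cells and 100% = cells lacking NR2E3 construct; higher means lower luciferase signal from less NR2E3 corepressor binding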
Target sequence (Q9Y5X4 whole entry, looked up, the tested form may be a part): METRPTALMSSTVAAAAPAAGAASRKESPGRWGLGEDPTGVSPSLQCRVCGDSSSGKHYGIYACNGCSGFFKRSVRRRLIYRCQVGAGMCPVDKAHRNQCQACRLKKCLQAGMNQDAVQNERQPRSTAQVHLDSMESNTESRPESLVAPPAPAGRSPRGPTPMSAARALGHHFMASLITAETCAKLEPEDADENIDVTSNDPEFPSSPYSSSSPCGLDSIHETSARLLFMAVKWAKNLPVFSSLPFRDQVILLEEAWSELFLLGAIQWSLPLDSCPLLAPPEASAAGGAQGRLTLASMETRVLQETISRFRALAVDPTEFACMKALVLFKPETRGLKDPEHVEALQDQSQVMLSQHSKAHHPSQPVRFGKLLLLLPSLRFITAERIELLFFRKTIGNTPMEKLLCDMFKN
hiPSC survival = hiPSC single-cell survival enhancement | ATPlite luminescence; 100% = ROCK inhibitor wells, 0% = DMSO | survival enhancement, % at 20 µM | 360,000 compounds, 0.044% hits | AID 602274; in the data active means survival enhancement above about 18%;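 further: cells exposed to compounds for 16 hours before the ATP read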
Peg3 promoter = reduces Peg3 promoter-driven luciferase expression in HeLa; HeLa PEG-Prom luciferase reporter, luminescence, overnight; inhibition, % at 20 µM; 360,000 compounds, 1.7% hits;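 active means inhibition of at least 50% at 20 µM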
Shn3 3UTR inh = inhibitors of Schnurri-3 3'UTR reporter in osteoblasts. Clone20 osteoblast Shn3 3'UTR firefly luciferase, 24 h. inhibition, % at 12.5 µM. AID 588674. 360,000 compounds, 0.52% hits;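 active means mean inhibition of at least 75% with every replicate also reaching 75%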;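 further: 0% = median of neutral control wells and 100% = pilot-screen positive control compound; some compounds past the cut are filed as inactive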
CaV13 ICDI inh = Disruptors of the CACNA1D IQ motif to Ca2+-dependent inactivation inhibitor domain association, primary screening, Förster resonance energy transfer in intact living …; 340,000 compounds, 0.098% hits; inhibition, % at 12.3 µM; HEK cells, CFP/YFP FRET ICDI-IQ, plate reader, 10 min; percent FRET-ratio fall versus neutral wells;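 active means mean replicate inhibition of at least 30% and at least 1% of replicates passing that level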;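 further: 0% = median of the neutral control wells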
TRPM1 prom inh = reduces MITF-dependent TRPM1 promoter luciferase signal. SK-MEL-5 TRPM1 promoter luciferase, 24 h. AID 488899. inhibition, % at 12.5 µM. 330,000 compounds, 0.83% hits;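 active means mean inhibition across replicates of 60% or more, whatever share of single replicates reaches that level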; further: values of inactives mirror those of a sister screen read the other way
HIF-2a block = HIF-2a inhibition; 786-0 RCC cells HIF-2a reporter, luciferase luminescence, overnight; inhibition, % at 18.8 µM; 360,000 compounds, 0.72% hits; AID 624352;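 active means inhibition of the luminescence signal of 40% or more relative to plate controls, in a single-dose primary screen at 18.75 µM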
PDI inh = PDI (human) enzyme inhibition. 350,000 compounds, 0.052% hits. AID 588391. PDI insulin aggregation turbidity, A650, 90 min. inhibition, % at 10 µM;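 active means mean inhibition across replicates of 30% or more, whatever share of single replicates reach that level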;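 further: absorbance from insulin aggregation driven by PDI reduction with DTT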
m5-HT2A agonist = activates the mouse 5-HT2A serotonin receptor | 360,000 compounds, 0.66% hits | activation, % at 7.6 µM | CHO-K1 mHTR2A beta-arrestin complementation, luminescence; percent of 30 µM serotonin response;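 active means activation above a run cutoff, the mean activation of all tested compounds plus 3 SD, cut at about 14% in these data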;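 further: 0% = plate median of compound wells and 100% = 30 µM serotonin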
Target sequence (P35363 whole entry, looked up): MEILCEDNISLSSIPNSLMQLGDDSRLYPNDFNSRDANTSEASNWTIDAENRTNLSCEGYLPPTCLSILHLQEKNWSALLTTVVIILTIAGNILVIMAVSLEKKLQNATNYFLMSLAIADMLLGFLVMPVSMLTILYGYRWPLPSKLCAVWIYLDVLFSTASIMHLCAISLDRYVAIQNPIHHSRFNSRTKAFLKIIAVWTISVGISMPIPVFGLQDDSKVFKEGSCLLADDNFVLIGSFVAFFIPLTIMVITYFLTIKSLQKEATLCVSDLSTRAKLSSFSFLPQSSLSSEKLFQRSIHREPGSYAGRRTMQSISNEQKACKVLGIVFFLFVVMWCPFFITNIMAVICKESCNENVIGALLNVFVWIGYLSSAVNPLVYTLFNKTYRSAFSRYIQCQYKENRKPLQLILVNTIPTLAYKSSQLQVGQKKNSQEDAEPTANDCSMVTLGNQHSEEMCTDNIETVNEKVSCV
NR2E3 ag-2 = activates human photoreceptor nuclear receptor NR2E3 | Q9Y5X4 | GST-NR2E3/biotin-RetCOR TR-FRET, 1536-well | inhibition of corepressor binding, % at 4.78 µM | 320,000 compounds, 0.12% hits | AID 2300;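 active means percent inhibition above the cutoff of mean plus 3 SD of all tested compounds, set per screening campaign, cut at about 20% in these data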;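 further: 0% = DMSO wells and 100% = biotin wells as full block of FRET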
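Test system: GST-NR2E3 and biotin-RetCOR proteins | Quantity: 1.35 nM GST-tagged NR2E3 final | Medium: Tris pH 7.5 | Also added: 7 nM biotin-RetCOR | Dosing: Compound at 4.8 µM, single dose | Timing: 5 h at 4 °C | Detection: Time-resolved FRET | Read-out basis: Percent inhibition | Benchmarks: Biotin wells as high control, 0.6% DMSO wells as low control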
H9c2 protect = modulators protecting cardiomyocytes from myocardial damage. H9c2 cardiomyocytes, H2O2 injury protection, ATPLite, 2 h. protection from H2O2 cell death, % at 20 µM. 360,000 compounds, 0.63% hits. AID 588492;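 active means compounds giving at least 50% protection of heart cells from peroxide-induced death in the single-dose screen, raw or plate-pattern-corrected value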;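 further: 0% = DMSO wells with peroxide and 100% = DMSO wells without peroxide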
An asterisk follows results filed as active; · = no result given.

SMILES	NR2E3 ag-1	hiPSC survival	Peg3 promoter	Shn3 3UTR inh	CaV13 ICDI inh	TRPM1 prom inh	HIF-2a block	PDI inh	m5-HT2A agonist	NR2E3 ag-2	H9c2 protect
COc1ccc(COc2cc(-c3cccc(OC)c3)nc3ccc(NC(=O)c4ccc(C)cc4)cc23)cc1	-35.7	-1.7	35.3	21.3	-10.0	29.5	20.3	-24.7	4.0	-2.5	12.5
O=C1NC2(CCCCC2)C(=O)N1Cc1cc(=O)n2ccsc2n1	6.6	-0.5	11.7	5.0	4.2	6.4	9.7	-3.8	1.5	-0.5	-4.3
COc1ccc(NC(=O)CCOc2ccc(C)cc2)c(OC)c1	-7.6	0.2	4.7	-26.5	-2.3	-5.5	15.6	-2.1	-0.9	-1.7	2.7
COc1cc(NC(=O)N[C@@H](Cc2ccccc2)C(=O)O)cc(OC)c1	-13.6	-1.8	4.6	-6.3	-5.1	-1.6	25.1	-4.5	1.8	3.6	2.0
CCCCNC(=O)C1(C)CCN1C(=O)c1oc2ccccc2c1C (centres undefined)	2.0	-0.4	-5.5	-5.2	-4.4	·	6.5	-0.3	-7.7	·	-0.4
COc1ccc(S(=O)(=O)N2CCN(C(=O)C3CC(=O)N(c4ccccc4F)C3)CC2)cc1OC (centres undefined)	-3.4	-0.1	2.9	4.2	-4.9	5.1	15.6	-4.7	6.5	·	3.9
O=C(Nc1ccc(N2CCCC2)c(Cl)c1)c1ccc2c(c1)OCCO2	-85.2	-2.0	-229.8	-1.9	-4.6	-14.8	-116.2	-3.5	-2.6	-0.2	-17.7
CC(=O)NN1C(=O)/C(=C2/Sc3ccccc3N2C)SC1=S	-0.6	0.2	10.8	7.8	-4.8	4.5	7.2	10.8	5.7	0.7	0.8
CC(=O)N1CCN(CC(=O)Nc2c(Cl)ccc(C)c2Cl)CC1	4.6	3.5	0.1	-4.6	-4.9	0.8	16.2	4.5	-1.9	-2.6	0.5
Cc1cc(=O)n2nc(N3CCCC(C(=O)N4CCc5ccccc54)C3)sc2n1 (centres undefined)	12.4	-1.5	20.4	-4.3	·	29.5	19.0	-6.6	2.2	2.9	3.9
C[C@H](CO)N1C[C@H](C)[C@H](CN(C)S(=O)(=O)c2ccc(-n3cccn3)cc2)OCc2cnnn2CCCC1=O	-38.0	-1.4	-21.9	-18.5	-3.3	·	3.1	-5.7	0.0	·	3.2
COc1ccccc1NS(=O)(=O)c1cccc(NC(=O)Cc2cccs2)c1	-2.3	2.1	12.3	44.8	-4.4	-0.8	22.2	3.4	-3.7	-0.6	0.0
CCOCCCn1cnc2c([nH]c3cc(OC)ccc32)c1=O	-31.0	6.4	-33.9	-14.6	-4.5	-19.6	-28.3	-2.1	-1.0	-3.0	1.3
Cc1cccc(NC(=O)c2cc3n(n2)C(C(F)(F)F)CC(c2ccc4c(c2)OCO4)N3)c1 (centres undefined)	-8.0	-0.7	37.1	-17.4	-1.7	2.2	-1.4	5.0	-2.6	0.0	-2.9
CCC(=O)c1ccc(N2CCCC2)c(F)c1	-26.0	2.3	-158.6	-31.5	0.5	-32.6	-186.3	-16.0	4.0	3.5	-20.8
O=C(CNCc1cccs1)Nc1ccc(N2CCCCCC2)cc1	-7.0	-0.3	-12.9	5.0	1.6	-5.8	-56.1	8.0	-1.0	-3.4	-3.1
CCCCc1ccc(NC(=S)NCc2cccnc2)cc1	13.9	0.0	20.3	7.4	-18.2	5.8	-13.8	-2.2	-4.5	-2.6	-9.9
CCC(Oc1ccccc1)C(=O)OCC(=O)Nc1c(C)nn(-c2ccccc2)c1C (centres undefined)	-9.5	4.5	-10.5	11.0	-12.2	·	-3.0	-7.4	2.0	·	-1.8
COc1cccc(NC(=O)NCCCSC2CCCCC2)c1	13.5	-2.5	1.1	11.8	-3.2	0.3	-16.0	-1.9	-4.0	-3.7	-8.5
Cc1cc2nnc(SCC(=O)NCc3ccco3)n2c2ccccc12	-43.4	-0.8	7.7	1.8	8.8	36.1	-10.3	1.1	-0.5	0.6	9.8
Nc1nnc(N2CCCCCC2)s1	-23.6	-0.5	7.2	-6.3	-4.6	4.2	-8.5	0.4	-0.8	1.9	4.4
Cc1cc(C)c(NC(=O)c2cc(=O)c3ccccc3o2)c(C)c1	-13.6	1.4	-2.5	0.9	-2.3	-4.0	9.9	-4.1	0.2	-0.1	10.1
C/C(CC(=O)Nc1ccc2c(c1)OCCO2)=N\NC(=O)COc1ccccc1	-42.0	-0.4	-7.9	5.2	-3.5	4.7	-34.8	8.1	-4.2	-1.3	-3.0
COCCn1c(C)cc(C(=O)CSc2nc3ccccc3c(=O)[nH]2)c1C	-81.3	1.0	-218.8	30.6	-6.3	-66.9	-178.7	4.0	1.7	-3.4	7.4
COc1ccccc1C(c1nnnn1Cc1ccco1)N1CCN(c2cccc(C)c2C)CC1 (centres undefined)	-5.4	-0.4	27.3	19.8	-5.0	-10.1	12.8	1.3	-7.1	-0.1	-5.5
COc1ccc(NC(=O)CSc2nnc(Cc3ccccc3)c(=O)n2N)cc1	-26.2	-0.4	-3.8	2.1	-1.5	0.8	-0.7	8.1	-1.0	-3.2	-1.5
Cc1onc(-c2c(Cl)cccc2Cl)c1C(=O)NCc1ccccn1	-23.5	0.7	0.5	9.1	-10.4	8.8	15.0	0.2	0.9	0.6	6.4
Cc1cccc(C)c1NC(=O)CSc1nnc(-c2ccco2)c(-c2ccco2)n1	-18.6	-1.7	9.7	-25.1	·	-0.9	3.7	6.0	-4.8	5.1	-0.4
CCC(=O)c1ccc(OCC(=O)Nc2ccccc2C(=O)NC2CC2)cc1	-7.0	1.4	25.2	-7.8	-1.9	-2.7	9.7	5.5	-2.0	5.1	30.6
Nc1c(/C=C2/C=CC(=O)C(O)=C2)c(=O)nc2sc(CC(=O)N3CCCCC3)nn12	-2.5	-0.4	14.9	-7.0	-3.2	-11.2	10.8	2.8	4.2	2.3	-1.2
CCOc1cc(-c2c(C#N)c(=O)[nH]c3c2c(C)nn3-c2ccc(F)cc2)ccc1O	-33.1	-1.1	7.0	-4.9	-3.8	-3.2	27.6	0.9	-2.7	6.0	-12.1
CCCCOC(=O)Nc1ccc2c(C)cc(=O)oc2c1	-135.5	-1.7	-337.1	-62.8	-3.6	-75.0	-263.2	3.4	6.1	4.9	1.7
O=C(CN1C(=O)NC2(CCCc3ccccc32)C1=O)NC1CCCCC1 (centres undefined)	-21.3	-0.4	0.9	0.3	-1.1	8.4	12.2	-2.2	3.1	-4.1	0.2
CCS(=O)(=O)N1CCCC(C(=O)NCCCOC)C1 (centres undefined)	-14.5	2.3	3.3	-6.2	·	-1.8	3.2	-9.7	0.8	2.1	-1.4
COCc1nnc(NC(=O)c2cccc(NC(=O)C(C)C)c2)s1	-33.3	-0.7	-8.5	-27.9	-2.1	-17.9	-50.3	2.7	2.2	-1.1	-5.4
CC1=C(C(=O)OCC2CCCO2)C(c2ccc(C)cc2)C2=C(CC(C)(C)CC2=O)N1 (centres undefined)	-17.3	0.0	12.0	-1.2	14.8	-9.1	15.4	4.9	-4.5	-0.6	12.2

Complete entries from above. Order of screens: NR2E3 ag-1 | hiPSC survival | Peg3 promoter | Shn3 3UTR inh | CaV13 ICDI inh | TRPM1 prom inh | HIF-2a block | PDI inh | m5-HT2A agonist | NR2E3 ag-2 | H9c2 protect
CC1=C(C(=O)OCC2CCCO2)C(c2ccc(C)cc2)C2=C(CC(C)(C)CC2=O)N1 (centres undefined) as listed: -17.3 | 0.0 | 12.0 | -1.2 | 14.8 | -9.1 | 15.4 | 4.9 | -4.5 | -0.6 | 12.2
CCOc1cc(-c2c(C#N)c(=O)[nH]c3c2c(C)nn3-c2ccc(F)cc2)ccc1O as listed: -33.1 | -1.1 | 7.0 | -4.9 | -3.8 | -3.2 | 27.6 | 0.9 | -2.7 | 6.0 | -12.1
COCc1nnc(NC(=O)c2cccc(NC(=O)C(C)C)c2)s1 as listed: -33.3 | -0.7 | -8.5 | -27.9 | -2.1 | -17.9 | -50.3 | 2.7 | 2.2 | -1.1 | -5.4

The listing picks up, repeating the two entries before the break.
SMILES	NR2E3 ag-1	hiPSC survival	Peg3 promoter	Shn3 3UTR inh	CaV13 ICDI inh	TRPM1 prom inh	HIF-2a block	PDI inh	m5-HT2A agonist	NR2E3 ag-2	H9c2 protect
COCc1nnc(NC(=O)c2cccc(NC(=O)C(C)C)c2)s1	-33.3	-0.7	-8.5	-27.9	-2.1	-17.9	-50.3	2.7	2.2	-1.1	-5.4
CC1=C(C(=O)OCC2CCCO2)C(c2ccc(C)cc2)C2=C(CC(C)(C)CC2=O)N1 (centres undefined)	-17.3	0.0	12.0	-1.2	14.8	-9.1	15.4	4.9	-4.5	-0.6	12.2
O=C(O)C1C2C=CC(C2)C1C(=O)NCc1ccccc1F (centres undefined)	-12.4	1.2	2.1	12.6	-8.9	1.8	21.5	1.0	-3.4	6.7	2.6
CN(c1ccccc1)S(=O)(=O)c1ccc(Cl)c(C(=O)Nc2nn[nH]n2)c1	-35.7	0.1	6.7	20.7	-4.5	4.2	18.6	4.1	4.0	-0.1	-4.1
C[C@@H]1Cn2cnc(C(=O)NCC(=O)OC(C)(C)C)c2C(=O)N1	-1.4	-1.3	10.7	-12.9	-10.7	·	0.7	-2.5	10.8	·	9.4
COc1ccc(S(=O)(=O)N(CC(=O)Nc2ccc3c(c2)OCO3)c2ccccc2OC)cc1	17.8	6.0	32.9	6.3	-5.0	5.1	7.7	1.9	-4.1	0.1	18.5
COc1ccccc1N=C1NC(=O)/C(=C/c2ccc(N(C)C)cc2)S1	-84.2	-0.9	-146.1	-18.7	-121.9	-3.7	-230.1	-2.0	2.0	-0.2	-17.0
CC(=O)Nc1ccc(NC(=O)CSc2nnc(-c3cccs3)n2N)cc1	-10.2	-0.4	1.6	-9.4	-6.4	-9.3	1.4	6.5	-2.2	1.5	14.1
CC(C)C(NC(=O)c1ccc(C(C)(C)C)cc1)C(=O)OCC(=O)NC(=O)Cc1ccccc1 (centres undefined)	7.4	-1.7	-7.0	-16.8	-2.9	-7.1	1.9	3.2	-1.2	-0.1	-4.3
COc1ccc(-c2ccc3c(c2)O/C(=C\c2ccsc2)C3=O)cn1	-28.3	-2.6	-205.0	-21.1	-41.9	-58.6	-176.4	3.3	-1.9	·	-0.4
Cc1nn(Cc2ccccc2)c2sc(C(=O)NCc3cccnc3)cc12	-6.9	-2.8	18.1	-4.3	-4.1	15.2	13.9	-4.5	-1.4	3.2	3.2
CN(C)C(=O)c1ccc(Cc2cn(C)c3ccccc23)nc1	-5.2	3.3	-22.3	-0.4	-6.7	·	-2.1	-4.8	-3.8	·	12.9
COc1ccc(CCNC(=O)C(=O)c2cn(CC(=O)N3CCOCC3)c3ccccc23)cc1	-23.1	0.4	-43.6	3.7	-5.0	1.3	-24.5	12.2	5.0	1.0	2.6
C=CCNc1nc(C(=O)OCC(=O)c2cccc(Br)c2)cs1	-28.6	2.1	0.5	10.3	-4.9	-8.6	5.5	-3.7	-1.5	5.4	-4.8

Compound activity deposited in PubChem by several laboratories.

The order is random; overall some 3.9% were active at least once.
